FXN GAA850 act = increases GAA850 frataxin promoter reporter activity; activation, % at 6 µM; AID 540364; 360,000 tested, 0.56% active; HEK293 lucGAA850 FXN promoter luciferase reporter, 24 h; percent of 10 µM SAHA response;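 active means activation above the average of all compounds screened plus 3 SD, cutoff fixed separately per campaign, cut at about 7.5% in these data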;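 further: 0% = DMSO wells and 100% = 10 µM SAHA wells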
KLK7 zymogen act = activates the human kallikrein-7 zymogen. activation, % at 7 µM. P49862. purified proKLK7, EDANS-DABCYL substrate fluorescence; 100% is mature enzyme control, 0% vehicle. 370,000 tested, 0.9% active;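 active means activation above the mean of all tested compounds plus 3 SD, computed per campaign excluding outliers beyond control limits, cut at about 13% in these data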
rCAG RNA binder = binds r(CAG) RNA repeats. inhibition, % at 3 µM. 370,000 tested, 1.3% active. r(CAG) RNA repeat, TO-PRO-1 dye displacement fluorescence;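 active means inhibition above the plate cutoff, the mean of all test compounds on that plate plus 3 SD, cut at about 35% in these data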;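 further: 0% = DMSO alone and 100% = 100 µM mitoxantrone as full dye displacement; higher means more dye released from RNA so lower well fluorescence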
HGIII-sPLA2 inh = Inhibits HGIII-sPLA2 liposome hydrolysis, primary screen; Q9NZ20; QFRET BODIPY PC-A2 liposome hydrolysis, fluorescence; inhibition, % at 12.2 µM; 370,000 tested, 0.56% active;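 active means inhibition above mean plus 3 SD of compounds lying within the high and low control bounds, cut at about 19% in these data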;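 further: 0% = median of test compound wells and 100% = no enzyme DMSO wells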
GC-A act = GC-A (human) enzyme activation; P16066; HEK293 GC-A cells, cGMP TR-FRET, EC30 ANP; 0% at EC30 ANP, 100% saturating ANP; activation, % at 10 µM; 370,000 tested, 0.14% active; in the data active means activation above about 40%
ADAM10 inh = inhibitors of human ADAM10; O14672; recombinant ADAM10, EDANS/DABCYL FRET peptide cleavage, 3 h; inhibition, % at 7 µM; 370,000 tested, 0.62% active; AID 720582;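 active means inhibition above a per-campaign cutoff equal to the mean of compounds falling between control-based bounds plus 3 SD, cut at about 20% in these data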;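 further: 0% = DMSO wells while the 100% control is not disclosed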
Target sequence (O14672 214-748 limits assumed): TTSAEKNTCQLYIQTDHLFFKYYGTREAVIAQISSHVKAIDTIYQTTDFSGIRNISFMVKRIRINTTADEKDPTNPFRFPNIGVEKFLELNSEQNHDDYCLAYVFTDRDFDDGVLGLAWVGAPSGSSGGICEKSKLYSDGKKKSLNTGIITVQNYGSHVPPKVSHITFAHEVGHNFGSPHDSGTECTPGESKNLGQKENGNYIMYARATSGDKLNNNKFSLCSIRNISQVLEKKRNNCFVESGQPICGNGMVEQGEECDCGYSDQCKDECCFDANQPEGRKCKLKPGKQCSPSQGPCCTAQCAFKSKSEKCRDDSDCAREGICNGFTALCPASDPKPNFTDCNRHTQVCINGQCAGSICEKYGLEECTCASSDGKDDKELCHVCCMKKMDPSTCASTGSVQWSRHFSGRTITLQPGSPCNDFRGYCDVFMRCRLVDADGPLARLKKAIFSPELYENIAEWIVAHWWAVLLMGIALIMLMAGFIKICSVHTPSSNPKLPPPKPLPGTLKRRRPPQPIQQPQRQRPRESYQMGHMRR
DDE Tn6 FP inh = DD(E)-Tn6 binding inhibition, primary FP screen; Fibrin DD(E) TRITC-Tn6 fluorescence polarization displacement; inhibition, % at 8.3 µM; 370,000 tested, 0.21% active; AID 720509;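 active means inhibition above a per-campaign cutoff: mean of compounds within control limits plus 3 SD, cut at about 15% in these data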;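 further: 0% = median of all compound wells on the plate and 100% = blocking peptide control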
Target sequence (P02675 whole entry, looked up): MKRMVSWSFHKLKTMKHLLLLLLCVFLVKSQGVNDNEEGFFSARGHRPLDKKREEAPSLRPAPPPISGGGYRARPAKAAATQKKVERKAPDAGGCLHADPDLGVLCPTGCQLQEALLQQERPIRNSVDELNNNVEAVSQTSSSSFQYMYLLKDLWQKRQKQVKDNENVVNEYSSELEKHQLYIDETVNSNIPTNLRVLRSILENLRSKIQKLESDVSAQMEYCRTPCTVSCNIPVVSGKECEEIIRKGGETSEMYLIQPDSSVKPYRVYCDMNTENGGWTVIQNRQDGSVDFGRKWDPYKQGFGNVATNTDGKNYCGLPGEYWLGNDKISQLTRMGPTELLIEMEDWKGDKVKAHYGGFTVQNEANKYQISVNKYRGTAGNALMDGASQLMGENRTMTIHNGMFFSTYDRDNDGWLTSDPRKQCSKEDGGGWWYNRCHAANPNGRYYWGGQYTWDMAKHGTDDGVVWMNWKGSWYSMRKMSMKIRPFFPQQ
ARFGAP1 inhibitor = inhibits rat ARF GTPase activating protein 1; Q62848; Arfgap1-stimulated ARF1 GTP hydrolysis, GDP FP detection; inhibition, % at 16.5 µM; 360,000 tested, 0.26% active; AID 651572;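 active means inhibition above a per-plate limit, mean inhibition of low control wells plus 3 SD, cut at about 25% in these data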;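 further: 0% = DMSO wells with enzyme and 100% = wells lacking Arfgap1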
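Material: rat Arfgap1 catalytic domain, aa 1-136; also added: human ARF1(Δ1-17)-GTP substrate; compound dosing: one concentration, 16.5 µM, DMSO 1.26%; incubation: GTP hydrolysis reaction 2 h at 25 °C; measured by: Tracer-displacement fluorescence polarization with EDTA stop, 620/688 nm; evaluation: % inhibition from polarization; repeats: one replicate per compound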
GC-B act = GC-B (human) receptor activation | P20594 | HEK293-GC-B cells, CNP EC30, cGMP TR-FRET; 0% at EC30 CNP, 100% saturating CNP | activation, % at 10 µM | 370,000 tested, 0.11% active | AID 1920062;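 active means activation at 10 µM reaching about 35% in either raw or pattern-adjusted values, limit read from the data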
ASAP1 GAP inh = inhibitors of human ASAP1 ArfGAP activity | ASAP1-stimulated ARF1 GTP hydrolysis, GDP FP detection | inhibition, % at 16.5 µM | 360,000 tested, 0.19% active | Q9ULH1; in the data active means inhibition above about 25%;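 further: 0% = vehicle with enzyme and substrate and 100% = no enzyme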
* = called active by the depositor; nt = not tested or not shown. Outcome played no part in choosing rows; overall some 4.5% were active at least once.

Compound,FXN GAA850 act,KLK7 zymogen act,rCAG RNA binder,HGIII-sPLA2 inh,GC-A act,ADAM10 inh,DDE Tn6 FP inh,ARFGAP1 inhibitor,GC-B act,ASAP1 GAP inh
N#CCSc1nc2ccccc2c(=O)n1C1CCCCC1,6.6,0.8,-2,-7,2,8,-7,-7,0,11
COc1ccc(C2CC(=O)N3C(=C2C#N)SCC3(O)c2ccccc2)cc1 (stereo not given),-0.6,1.6,4,-9,0,-1,-12,4,3,2
O=C(NCc1nc2ccccc2[nH]1)C1=C[C@@H](C2CCCCC2)C[C@@H](OCCCCO)O1,0.8,1.1,-4,-23,-2,16,0,3,-5,-5
COc1ccc2cc(C(C)C(=O)OC(C)C)ccc2c1 (stereo not given),2.8,-0.2,-9,1,-1,-1,0,1,-4,11
CCC1CCCCN1S(=O)(=O)c1ccc(S(=O)(=O)N2CCN(S(=O)(=O)CC)CC2)cc1 (stereo not given),-0.7,0.3,-3,-7,1,-2,-3,-19,6,11
CC(=O)N1c2ccc(S(=O)(=O)N3CCC(C(=O)N4CCCCC4)CC3)cc2CC1C (stereo not given),0.4,0.7,-2,-4,-1,-5,2,10,-2,-7
CC(C)Oc1c(Cl)cc(CNC(C)(C)CO)cc1Cl,2.1,-0.3,-4,6,0,3,2,-2,-9,-4
Cc1ccc(C(=O)OCC(=O)N2CCNC2=O)c(C)c1,2.3,-0.1,-2,10,7,-8,3,-2,-10,-7
CCCCCN(C(=O)COC(=O)Cc1c(C)nc2ccccc2c1C)c1c(N)n(CCCC)c(=O)[nH]c1=O,0.8,0.1,-8,-7,0,-7,-7,0,2,-6
CCCCn1c(/N=C/c2c[nH]c3ccccc23)nc2ccccc21,-3.0,-0.9,4,2,0,1,3,15,-2,15
CC1Oc2ccccc2N(CC(=O)N2CCCC2)C1=O (stereo not given),-1.4,-0.3,-2,-2,-4,-4,7,1,3,-12
CN(C)S(=O)(=O)c1ccc(Cl)c(NC(=O)COC(=O)C2CSC3(C)CCC(=O)N23)c1 (stereo not given),-0.6,-0.3,-1,0,-1,-5,-3,3,1,11
Fc1ccc(-n2nnc(-c3ccccc3Br)n2)cc1,2.0,0.0,-1,10,0,8,4,7,1,-1
CCCn1c(SCC(=O)N2CCCc3ccccc32)nnc1-c1ccco1,-0.7,-0.1,-9,0,-9,0,-2,3,-6,4
CC1(C(=O)NC2CCCC2)CCC(=O)N1CCCn1ccnc1 (stereo not given),nt,0.2,0,0,-7,-7,-1,8,-2,9
COCC(=O)N[C@@H]1C[C@@H]2O[C@@H](CO)CC[C@@H]2O[C@@H]1CCc1ccc(-c2ccccc2)cc1,nt,0.0,-1,-2,5,5,-3,nt,-1,nt
COc1ccc(-c2noc(-c3ccccc3F)n2)cc1,4.3,-1.1,-1,16,-1,-1,-7,-7,-3,13
O=S(=O)(c1cccc(Br)c1)N1CCN(C(=S)NCC2CCCO2)CC1 (stereo not given),3.7,0.4,0,1,-6,3,-1,-4,4,-23
COc1nc2ccccc2nc1CCC(=O)O,2.2,0.9,-2,5,6,-121,6,0,-4,7
O=C1CC(Sc2nnc(-c3ccccc3)o2)C(=O)N1c1ccccc1 (stereo not given),0.6,0.6,0,-9,nt,-4,-6,-8,nt,2

Single values from the entries so far.
`COc1nc2ccccc2nc1CCC(=O)O` – ASAP1 GAP inh: 7
`COCC(=O)N[C@@H]1C[C@@H]2O[C@@H](CO)CC[C@@H]2O[C@@H]1CCc1ccc(-c2ccccc2)cc1` – DDE Tn6 FP inh: -3

(next part)
Compound,FXN GAA850 act,KLK7 zymogen act,rCAG RNA binder,HGIII-sPLA2 inh,GC-A act,ADAM10 inh,DDE Tn6 FP inh,ARFGAP1 inhibitor,GC-B act,ASAP1 GAP inh
Cc1cc(C)nc(SCc2ccc(C(=O)O)o2)n1,-0.2,0.1,1,2,2,-4,-1,-6,-1,9
CCCNC(=O)c1ccccc1C(=O)NCCC,0.5,0.1,-1,6,2,-4,7,2,6,10
Cc1cc2ccccc2nc1SCC(=O)N1c2ccccc2CC1C (stereo not given),2.5,-0.2,0,8,-9,-15,4,-6,-13,-6
O=C(CCCC(=O)N(CC(=O)NC1CCCC1)c1ccc(F)c(Cl)c1)Nc1ccccn1,1.1,0.2,-6,11,-3,5,6,3,1,5
Cc1cc(-c2nnc(SCC(=O)Nc3ccccc3)n2C)no1,-1.2,0.1,-5,4,3,2,3,2,4,13
CCn1c2c(c(=N)c3c1CCC3)CCCC2,-0.8,0.1,2,1,8,-5,1,-4,-2,-12
CCN(Cc1ccncc1)Cc1ccc(OC)cc1OC,1.5,-0.2,0,-1,-9,1,-4,-1,-2,-14
COc1cc(O)c(C(CCN2CCCC(C)C2)c2cc(OC)c(OC)c(OC)c2)c(OC)c1 (stereo not given),-2.0,0.2,-4,-2,-5,0,1,0,-16,-1
COc1ccc(C(C(=O)NCc2ccccc2)N(C(=O)c2snc(C(N)=O)c2N)C2CCCC2)cc1O (stereo not given),-1.6,1.0,3,-20,-5,-48,-13,-2,-16,0
CC(Sc1nnc(-c2ccc(O)cc2)o1)C(=O)Nc1cccc2ccccc12 (stereo not given),0.8,-0.3,6,-14,-3,2,1,2,1,-3
CC1CCCCC1NC(=O)c1ccc(CNc2c(N3CCCC3)c(=O)c2=O)cc1 (stereo not given),0.5,0.3,3,3,2,-4,-5,-10,-3,7
O=C1OC(=O)C2C1[C@@H]1CC[C@H]2O1 (stereo not given in full),3.6,0.0,2,-4,5,2,-3,0,5,20
CCOc1ccc(NC(=O)CN(C)C(=O)Cn2c(=O)oc3ccccc32)cc1OCC,0.9,-0.2,-2,0,1,-3,6,-11,2,2
Cc1ccc(NC(=O)COC(=O)c2c(-c3ccccc3)noc2C)c(C)c1,0.2,0.9,-1,-2,0,3,5,-6,-3,-13
COc1ccc(C2=NO[C@@H]3[C@@H]4C[C@@H]([C@H]5C(=O)N(C)C(=O)[C@@H]45)[C@H]23)c(OC)c1,-1.2,0.7,-2,3,2,-5,-6,-13,2,-1
CCN1CCN(C(=O)c2ccc(COc3ccc(Cl)cc3)o2)CC1,2.8,-0.3,-6,-12,9,-13,-11,-9,5,-10
Cc1occc1C(=O)N1CCN(c2ccc([N+](=O)[O-])cc2)CC1,0.2,0.4,1,-3,3,0,4,9,0,5
CC(=O)Nc1ccc(S(=O)(=O)NCCSCc2c(Cl)cccc2Cl)cc1,-2.8,0.7,2,-41,-2,-1,-4,-6,-1,3
CC(NCc1ccc(N(C)C)cc1)C1CC2CCC1C2 (stereo not given),-1.2,0.2,8,5,-6,-4,-1,4,-7,-1
O=C(Nc1ccc(Cl)cc1)N1CCC(c2nc(-c3ccccc3Cl)no2)CC1,-1.3,0.3,1,-25,-1,18,2,-2,-9,12

Entries of single compounds, looked up by structure. Values in the order: FXN GAA850 act | KLK7 zymogen act | rCAG RNA binder | HGIII-sPLA2 inh | GC-A act | ADAM10 inh | DDE Tn6 FP inh | ARFGAP1 inhibitor | GC-B act | ASAP1 GAP inh
O=C(Nc1ccc(Cl)cc1)N1CCC(c2nc(-c3ccccc3Cl)no2)CC1 reads -1.3 | 0.3 | 1 | -25 | -1 | 18 | 2 | -2 | -9 | 12
CC(Sc1nnc(-c2ccc(O)cc2)o1)C(=O)Nc1cccc2ccccc12 (stereo not given) reads 0.8 | -0.3 | 6 | -14 | -3 | 2 | 1 | 2 | 1 | -3

(list continues)
Compound,FXN GAA850 act,KLK7 zymogen act,rCAG RNA binder,HGIII-sPLA2 inh,GC-A act,ADAM10 inh,DDE Tn6 FP inh,ARFGAP1 inhibitor,GC-B act,ASAP1 GAP inh
FC(F)Oc1ccc(-c2csc(=Nc3cccnc3)n2CC2CCCO2)cc1 (stereo not given),-0.5,-0.4,-5,-3,1,12,3,-3,3,8
Cc1ccc(OCC(O)Cn2c(=N)n(CCN3CCCCC3)c3ccccc32)cc1 (stereo not given),-7.3,-0.7,12,-4,-5,-3,4,3,-15,-14
COc1ccc(NC(=O)[C@H](CCS(C)(=O)=O)N2Cc3ccccc3C2=O)c(OC)c1,-0.4,-0.3,3,5,0,-9,-3,0,1,14
CCOC(=O)CCc1cnccc1-c1cccc(OC)c1O,0.2,-0.3,4,8,-5,3,0,5,-8,10
COC(=O)NCCOC(=O)N(O)c1ccc(Br)cc1,1.7,-0.2,0,-8,2,2,-6,11,-3,9
CCCC(=O)N1CCCC1(C)C(=O)NCc1ccc(SC)cc1 (stereo not given),0.0,0.2,1,-3,3,-10,3,-5,2,0
CCN(C[C@H]1N[C@@](Cc2ccccc2)(C(=O)OC)[C@H]2C(=O)N(C)C(=O)[C@@H]12)C(=O)NC(C)C,-1.1,-0.1,3,2,2,-3,-5,3,2,0
c1ccc(CNc2ccc(N3CCOCC3)cc2)cc1,1.2,-3.8,7,13,-10,-29,3,0,-6,-1
CSc1nc2nc(-c3cccs3)cc(C(F)(F)F)c2c(=O)[nH]1,1.7,7.2,0,11,1,-462,-6,4,5,6
O=C(CSc1ccc([N+](=O)[O-])cn1)Nc1ccccc1N1CCOCC1,-1.1,0.5,-2,-6,-1,-3,-4,-1,-2,6
Cc1cc2nccc(-c3ccc(Cl)c([N+](=O)[O-])c3)n2n1,-0.1,0.2,-2,-4,1,-1,7,7,-1,-15
O=C1c2ccccc2C(O)N1Cc1ccccc1Cl (stereo not given),-1.7,-0.1,1,-5,5,-1,4,6,-1,-12
CCc1ccc(OCc2n[nH]c(=S)n2C(C)CCCC(C)C)cc1 (stereo not given),1.5,-0.5,-1,-10,1,12,3,8,3,18
Cc1ccccc1Nc1nnc(SCc2cc(=O)n3ccsc3n2)s1,4.6,-0.1,5,-8,-5,-15,-4,-3,0,-2
CNC(=O)CSc1nnnn1-c1ccc(C)cc1C,0.9,-0.6,1,7,1,10,4,4,1,-8
Cc1ccccc1OC(C)C(=O)NC1CCCC1 (stereo not given),0.2,-0.3,-2,3,1,4,3,3,2,-7
Cc1ccc(CN(Cc2ccco2)C(=S)NCC(=O)NCc2cccnc2)cc1,2.4,0.2,1,1,-2,-10,-2,0,-3,4
COc1ccc(NC(=O)CSc2nc3ccccc3c(=O)n2CCNC(C)=O)c(OC)c1,0.6,-0.7,-4,7,1,-3,-12,-4,8,-4
CCC1CCCCN1C(=O)c1ccc(OC)c(OC2CCN(C(C)=O)CC2)c1 (stereo not given),1.6,-0.4,-10,2,1,-1,-4,4,4,6
O=C(COC(=O)c1cc([N+](=O)[O-])ccc1N1CCOCC1)Nc1ccc(Cl)cc1,0.4,-0.6,3,-7,2,12,12,-4,-5,-1
Cc1cc(OC(=O)c2ccc(Cl)cc2Cl)c([N+](=O)[O-])c(=O)[nH]1,-2.4,0.4,4,3,0,-1,-1,12,5,3
CCOC(=O)C1=C(C)NC(=O)NC1c1ccc(OC(=O)c2ccco2)c(OC)c1 (stereo not given),0.1,0.4,-6,-6,0,-4,14,-11,6,-8
CC[C@H](NC(=O)c1c(C)c(-c2ccccc2)nc2ccccc12)c1ccccc1,0.3,-0.1,0,4,-1,-7,-5,-8,-3,1
CCOC(=O)[C@@]12CCCC3=C1N(CCC3)C(=O)[C@H]2CC(=O)NCCC(C)C,nt,0.4,-2,3,2,-4,-1,nt,-4,nt
N#C/C(=N\Nc1cccc(C(F)(F)F)c1)C(=O)c1ccsc1,-1.8,0.0,76*,-54,3,18,5,4,3,-13

Compound activity as filed in PubChem.
